# M5 ag: agonists of human muscarinic M5 receptor (CHRM5); CHO-K1 hM5 cells, Fluo-8 calcium fluorescence; 0% DMSO wells, 100% maximal acetylcholine response; P08912; hit rate 0.19% among 360,000; AID 624037; activation, % at 3 µM;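 active means activation above the run's mean over test compounds plus 3 SD, cut at about 23% in these data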;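 further: signal is peak over basal fluorescence ratio across the kinetic read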
# Target sequence (P08912 whole entry, looked up): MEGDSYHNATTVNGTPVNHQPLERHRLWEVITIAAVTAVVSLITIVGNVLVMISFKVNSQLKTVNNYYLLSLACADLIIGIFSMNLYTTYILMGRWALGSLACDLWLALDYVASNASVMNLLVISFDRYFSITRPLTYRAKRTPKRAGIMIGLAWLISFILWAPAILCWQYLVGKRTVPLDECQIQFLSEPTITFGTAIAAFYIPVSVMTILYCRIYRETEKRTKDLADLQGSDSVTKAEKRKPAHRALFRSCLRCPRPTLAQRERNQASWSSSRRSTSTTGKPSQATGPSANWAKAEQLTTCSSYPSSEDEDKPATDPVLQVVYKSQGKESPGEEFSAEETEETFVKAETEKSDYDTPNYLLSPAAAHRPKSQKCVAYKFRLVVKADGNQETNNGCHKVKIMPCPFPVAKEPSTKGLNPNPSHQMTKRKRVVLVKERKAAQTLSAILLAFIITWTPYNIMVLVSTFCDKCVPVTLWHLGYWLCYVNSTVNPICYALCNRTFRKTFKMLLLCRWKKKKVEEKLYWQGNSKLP
# IDE inh: inhibits human insulin-degrading enzyme in HEK cells | P14735 | hit rate 0.41% among 320,000 | AID 434962 | inhibition, % at 5.59 µM | FAbetaB cleavage, fluorescence polarization;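 active means percent inhibition above the average of all tested compounds plus 3 SD, set per screening campaign, cut at about 16% in these data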;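 further: IDE supplied by intact live HEK cells; FP after avidin binding of uncleaved biotin substrate so inhibition keeps polarization high; 0% = DMSO wells and 100% = 60 µM reference IDE inhibitor Ii1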
# CHRM4 agonist: agonists of human muscarinic M4 receptor (CHRM4) | activation, % at 3 µM | CHO-K1 hM4/Gqi5, Fluo-8 calcium fluorescence; vehicle 0%, full acetylcholine response 100% | hit rate 0.14% among 360,000;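 active means activation above the run mean over all test wells plus 3 SD, cut at about 32% in these data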;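 further: peak over basal fluorescence ratio per well then scaled between controls; 0% = DMSO wells and 100% = acetylcholine at EC100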
# Target sequence (P08173 whole entry, looked up): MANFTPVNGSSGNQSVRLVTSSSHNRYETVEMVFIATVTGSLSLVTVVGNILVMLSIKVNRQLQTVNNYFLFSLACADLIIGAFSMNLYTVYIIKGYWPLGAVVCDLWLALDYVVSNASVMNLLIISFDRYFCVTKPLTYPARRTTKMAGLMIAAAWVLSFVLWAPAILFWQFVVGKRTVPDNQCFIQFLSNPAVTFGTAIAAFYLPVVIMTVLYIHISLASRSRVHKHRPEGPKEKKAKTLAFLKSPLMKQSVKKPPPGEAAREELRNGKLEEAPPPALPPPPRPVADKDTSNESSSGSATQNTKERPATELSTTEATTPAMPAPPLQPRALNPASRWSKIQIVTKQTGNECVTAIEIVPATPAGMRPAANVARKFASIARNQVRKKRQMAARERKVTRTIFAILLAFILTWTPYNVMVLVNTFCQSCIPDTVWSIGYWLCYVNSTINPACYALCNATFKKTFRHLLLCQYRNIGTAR
# CRFBP-R2 block: CRF-BP/CRF-R2 complex antagonism; HEK293 CRF-R2/CRF-BP, CRF-induced calcium fluorescence; inhibition, % at 11.8 µM; hit rate 0.59% among 350,000;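 active means inhibition of the ligand-induced calcium signal above about 50% at the single tested concentration, limit read from the data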
# CRFR2-BP ag: CRF-BP/CRF-R2 complex agonism; hit rate 0.46% among 350,000; HEK293 CRF-R2/CRF-BP, calcium dye fluorescence (FLIPR); percent of saturating CRF peptide response; activation, % at 13.2 µM;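 active means activation of at least 50%, plus an integration ratio under a set limit after plate pattern correction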;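 further: plate controls were neutral control wells without compound for no effect and CRF at EC100 for full effect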
# M5 PAM: CHRM5 positive allosteric modulation. CHO-K1 hM5, Fluo-8 calcium, ACh EC20 PAM; 0% = ACh EC20, 100% = ACh EC100. P08912. activation, % at 3 µM. AID 624038. hit rate 0.3% among 360,000;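 active means activation above the run cutoff, the mean activation of all test compounds plus 3 SD, cut at about 18% in these data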
#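 System: CHO-K1 hM5 cells. Reagent: acetylcholine, EC20 level. Compound dosing: single dose, 3 µM nominal final test concentration. Timing: Post-acetylcholine fluorescence recording 140 s. Detection: Fluo-8 calcium fluorescence. Read-out: % activation, ACh-normalized. Benchmarks: ACh EC20 and EC100 wells. Repeats: singlicate, one well per test compound.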
# M5 antag: CHRM5 antagonism in calcium assay; P08912; CHO-hM5 cells, Fluo-8 calcium fluorescence, ACh EC80; inhibition, % at 3 µM; hit rate 0.59% among 360,000;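 active means inhibition above a per-plate cutoff, the mean of that plate's test compounds plus 3 SD, cut at about 27% in these data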;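 further: 0% = acetylcholine EC80 with DMSO and 100% = DMSO without agonist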
# M4 antag: blocks acetylcholine activation of human M4 receptor; inhibition, % at 3 µM; hit rate 0.73% among 360,000; P08173; CHO-hM4 cells, ACh EC80, Fluo-8 calcium fluorescence;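 active means inhibition above its plate's cutoff, the mean inhibition of sample wells plus 3 SD, cut at about 27% in these data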;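 further: 0% = acetylcholine EC80 with DMSO and 100% = DMSO without agonist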
# CHRM4 PAM: positive allosteric modulators of human muscarinic M4 receptor. P08173. activation, % at 3 µM. CHO-K1 hM4/Gqi5, Fluo-8 calcium fluorescence, ACh EC20; 0% = ACh EC20, 100% = maximal ACh. hit rate 0.4% among 360,000;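 active means activation above its plate's cutoff, the mean activation of sample wells plus 3 SD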; further: some results filed as inactive read as strong as hits
# * = called active by the depositor; . = not tested or not shown.
# Sequence of screens – M5 ag, IDE inh, CHRM4 agonist, CRFBP-R2 block, CRFR2-BP ag, M5 PAM, M5 antag, M4 antag, CHRM4 PAM
CSc1nc(-c2ccc(Cl)cc2)nn1S(=O)(=O)c1ccc(Cl)cc1
    -2, 0, 1, 2, -0.3, -4, 1, 14, -5
Fc1cccc(Cc2c(-c3ccc(Cl)cc3)nc3c(Cl)cc(C(F)(F)F)cn23)c1
    0, ., 0, ., ., 3, -6, -8, 10
COc1cccc(C(=O)Nc2nnc(CCS(=O)(=O)c3ccc(C)cc3)s2)c1
    2, 3, 3, -18, 1.6, 6, -6, -18, 6
CCCCN(C(=O)c1cc(S(=O)(=O)N2CCCCCC2)ccc1OC)c1c(N)n(CCC)c(=O)[nH]c1=O
    6, 8, 0, -3, -1.4, -7, -4, 1, 3
CN(C)S(=O)(=O)c1ccc(Cl)c(NC(=O)CN2CCCC2)c1
    -6, 7, 1, 2, 0.8, -1, 14, 0, -3
CCOC(=O)C1=CN(Cc2cccc(F)c2)S(=O)(=O)N(CC)C1c1ccc(Br)cc1F (configuration not stated)
    0, ., -1, 2, 11, 3, -4, 12, -4
CC(C)OC(=O)c1ccc(NC(=O)c2cccc(-n3cnnn3)c2)cc1
    2, 5, 10, -14, 4.5, 3, 4, 0, -4
Cc1nc(NC(=O)c2ccccc2)sc1-c1cc(C(=O)NCCO)nn1Cc1ccccc1
    -2, ., 2, ., ., 7, -8, -3, 3
O=C(CSc1nc2cc([N+](=O)[O-])ccc2n1-c1ccc(F)cc1)NC1CCS(=O)(=O)C1 (configuration not stated)
    -1, 5, 0, 18, -3.5, -4, 1, 10, -7
Cc1cccc(NC(=O)C2CCN(S(=O)(=O)c3ccc4c(c3)OCCCO4)CC2)n1
    3, -1, 12, 11, -3.6, -1, 3, -20, -8
Cc1cc(C(=O)COC(=O)c2nc3nccc(C)n3n2)c(C)n1CC1CCCO1 (configuration not stated)
    6, 1, 21, -3, 0.6, -18, 14, 18, -15
CCOC(=O)N1CCN(Cc2c(F)cccc2F)CC1
    0, 1, 0, 15, -1.9, 1, 0, 8, 7
CC(=O)Oc1ccc(-c2cc3ccccc3oc2=O)cc1
    1, 4, 1, 8, -0.5, -10, 16, 4, 1
COc1ccc(-c2csc(NCCn3c(C)nc4cc(C(F)(F)F)ccc43)n2)cc1
    1, 2, 0, -2, -0.3, 0, 3, 1, -1
COc1cc(C(=O)NCC(=O)N/N=C/c2cccc(OC(=O)c3ccco3)c2)cc(OC)c1OC
    -2, -9, 1, -5, -1.2, -2, 3, 2, 1
Cc1cc(=O)oc2c(CN3CCCCC3)c(O)ccc12
    -4, ., 0, -17, 3.2, 5, 0, 3, -2
COc1ccc(C(=O)N/N=C(\C)c2ccccn2)cc1OC
    -4, -1, 2, -11, 1.9, 3, 0, -11, 12
CCOc1cc(C(=S)N2CCN(C)CC2)ccc1OCC(=O)N1CCOCC1
    0, 3, 1, -17, 0.7, 2, -5, -5, 3
CCN(CC)CCN(CC(=O)N(C1CCCCC1)C1CCCCC1)C(=O)c1ccco1
    -7, 3, 2, -13, -0.9, 2, 2, 0, 2
O=C(Cn1ncc2c1-c1ccccc1OC2)Nc1ccc(Cl)cn1
    -2, 10, 2, -3, 1.2, 2, -9, -21, 13
COC(=O)[C@H](C)NC(=O)Nc1cc(OC)ccc1OC
    2, -6, 1, 10, -0.4, 1, 3, 10, 2
CCn1c(C)nc2cc(NC(=O)Nc3cccc(C(C)=O)c3)ccc21
    1, -3, 19, 14, -0.7, -11, 18, 15, -11
Cc1csc(=Nc2cccnc2)n1Cc1ccco1
    -8, 6, 0, 12, -4.5, 4, -13, -6, -3
COc1c(C)cc(Br)cc1C(=O)Nc1cccc(NC(=O)c2ccco2)c1
    -4, 2, 8, 21, -3.0, -17, 19, 20, -19
Cc1cccn2c(=O)c(C=Nc3ccccc3)c(NCCO)nc12
    1, 1, 1, -9, -1.1, -2, 4, 0, 2
Cc1c(/C=N/NC(=O)CNc2ccccc2)c2ccccn2c1C(=O)c1ccccc1
    -1, -1, 5, -25, -0.2, -5, 6, 7, 0
O=c1[nH]c2ccccc2c(O)c1-c1ccccc1
    -5, 2, 0, 19, -1.0, -2, -3, -24, 2
COC(=O)COc1ccc2oc(=O)cc(C)c2c1
    -2, -2, 1, 8, 1.5, 4, 2, -7, -1
Cc1occc1C(=O)N/N=C/c1ccc(-c2cccc([N+](=O)[O-])c2)o1
    -1, 1, 7, ., ., -5, -2, -4, 1
CC(=O)c1cccc(N(C(=O)CNC(=O)c2ccco2)C(C(=O)NCC2CCCO2)c2ccccc2)c1 (configuration not stated)
    -2, -3, 0, -2, -0.2, -4, 21, -3, -12

# As a short view, some entries already given.
# Sequence of screens – M5 ag, IDE inh, CHRM4 agonist, CRFBP-R2 block, CRFR2-BP ag, M5 PAM, M5 antag, M4 antag, CHRM4 PAM
COC(=O)[C@H](C)NC(=O)Nc1cc(OC)ccc1OC
    2, -6, 1, 10, -0.4, 1, 3, 10, 2
CCn1c(C)nc2cc(NC(=O)Nc3cccc(C(C)=O)c3)ccc21
    1, -3, 19, 14, -0.7, -11, 18, 15, -11
Cc1csc(=Nc2cccnc2)n1Cc1ccco1
    -8, 6, 0, 12, -4.5, 4, -13, -6, -3
COc1c(C)cc(Br)cc1C(=O)Nc1cccc(NC(=O)c2ccco2)c1
    -4, 2, 8, 21, -3.0, -17, 19, 20, -19
Cc1cccn2c(=O)c(C=Nc3ccccc3)c(NCCO)nc12
    1, 1, 1, -9, -1.1, -2, 4, 0, 2
Cc1c(/C=N/NC(=O)CNc2ccccc2)c2ccccn2c1C(=O)c1ccccc1
    -1, -1, 5, -25, -0.2, -5, 6, 7, 0
O=c1[nH]c2ccccc2c(O)c1-c1ccccc1
    -5, 2, 0, 19, -1.0, -2, -3, -24, 2
COC(=O)COc1ccc2oc(=O)cc(C)c2c1
    -2, -2, 1, 8, 1.5, 4, 2, -7, -1
Cc1occc1C(=O)N/N=C/c1ccc(-c2cccc([N+](=O)[O-])c2)o1
    -1, 1, 7, ., ., -5, -2, -4, 1
CC(=O)c1cccc(N(C(=O)CNC(=O)c2ccco2)C(C(=O)NCC2CCCO2)c2ccccc2)c1 (configuration not stated)
    -2, -3, 0, -2, -0.2, -4, 21, -3, -12

# Remaining list, next part.
# Sequence of screens – M5 ag, IDE inh, CHRM4 agonist, CRFBP-R2 block, CRFR2-BP ag, M5 PAM, M5 antag, M4 antag, CHRM4 PAM
Cc1ccc(C(C)C)c(OCC(=O)OCc2c(C)noc2C)c1
    -14, -9, -1, 44, -2.2, -10, 4, -1, 0
CO/N=C(\c1ccccc1)c1cccnc1
    -7, 4, 1, 2, -0.6, 6, -2, -3, -2
COc1cc(OC)cc(C(=O)NCC(=O)OCC(=O)c2cc(OC)ccc2OC)c1
    -4, 2, 0, 15, -0.6, -2, -4, -7, 2
COc1ccccc1S(=O)(=O)c1c(C)cc(C)[nH]c1=O
    -3, -1, 0, 13, -0.6, 2, -2, 0, -1
Cc1cccc(NS(=O)(=O)c2ccc(C(=O)N3CCCCCC3)cc2)c1C
    19, -11, 13, -29, 22, -7, 12, 10, -7
CCCNC(=O)COC(=O)c1cc(-c2ccc(OC)cc2)nc2ccccc12
    -5, 4, 5, -5, -2.5, -2, 7, 2, -2
O=C(c1ccco1)N1CCN(C(c2coc3ccc(Cl)cc3c2=O)c2nnnn2C2CCCC2)CC1 (configuration not stated)
    1, -4, 1, -27, 14, 5, -5, 5, 13
Cc1c[nH]c2ccccc12
    0, -1, 0, -1, -0.7, 1, -4, 1, 2
CN(C)c1nnnn1-c1cccc(Oc2ncc(C(F)(F)F)cc2Cl)c1
    -6, 3, 1, 9, -1.9, -6, 5, -2, 0
CCOC(=O)N1CCN(S(=O)(=O)c2cc(Cl)c(OC)cc2Cl)CC1
    0, -4, 2, -2, -1.8, -3, 5, 10, 1
C[C@@H]1COC(=O)[C@H](NC(=O)OCC2c3ccccc3-c3ccccc32)C/C=C\C[C@@H](CC(=O)N(CCO)Cc2ccccc2)C(=O)N1
    -2, 4, 1, -1, -0.8, 0, 9, 4, 6
N#CCCN(C(=O)COC(=O)c1ccc(CNS(=O)(=O)c2ccc(F)c(Cl)c2)cc1)c1ccc(F)cc1
    -3, 1, 15, -21, 2.2, -19, 22, 50*, -17
COC(=O)COc1ccc2c(-c3cccc([N+](=O)[O-])c3)cc(=O)oc2c1
    1, 4, 0, 12, -1.1, -1, -3, 5, 6
Cn1c(SCC(=O)Nc2ccccc2)nnc1C(F)(F)F
    0, -3, 1, -16, 1.0, 4, -2, 6, 0
O=C(NCC(=O)N(c1cccnc1)C(C(=O)NC1CCCC1)c1ccccc1F)c1ccco1 (configuration not stated)
    -2, -2, 1, -2, 1.5, -2, 5, -15, 0
CCCC1CCC(C(=O)Nn2c(C)nc3ccccc3c2=O)CC1 (configuration not stated)
    -1, -3, 2, -18, -4.3, -2, -1, -9, -2
O=C1Nc2ccc([N+](=O)[O-])cc2C1(O)N1CCCCC1 (configuration not stated)
    3, 2, 1, 9, -0.4, 1, 1, 6, -1
COc1ccc2[nH]c3c(=O)n(CCN4CCOCC4)cnc3c2c1
    -1, -4, 0, -13, -1.4, 4, 4, -2, 0
COc1ccc(N2CCN(S(=O)(=O)c3ccc(-c4cnc(C5CC5)o4)cc3)CC2)cc1
    -5, 0, 0, 35, 1.8, -4, 7, -13, 5
CNC(=O)C1C(=S)NC(N)=C(C#N)C1c1ccccc1 (configuration not stated)
    -3, 4, 1, -2, 0.4, 1, 3, -1, -6
Cc1ccccc1COC(=O)CNC(=O)c1sc2ccccc2c1Cl
    -4, -1, 0, -12, 3.3, 9, -5, -5, 1
COc1ccc(/C=N/Nc2ccccc2C(=O)O)cc1Cn1cc([N+](=O)[O-])cn1
    1, 0, 0, -2, 0.8, -2, -1, -1, -1
COc1cc(CNc2ccc3[nH]c(=O)[nH]c3c2)cc(Br)c1OCc1ccccc1F
    -7, ., 3, 7, 5.5, 5, 10, 3, 5
Cc1cc(C)c(C)c(S(=O)(=O)N2CCNC(=O)C2)c1C
    1, ., 1, 13, -0.5, -3, 8, -10, 2
CC(C)CN(CC(C)C)S(=O)(=O)N1CCC(C(=O)NCc2ccc(F)cc2)CC1
    0, -6, 3, 16, 0.3, -1, 0, 3, -2
O=C1CN(O)C=C2N=c3ccccc3=C2N1c1ccc([N+](=O)[O-])cc1
    -3, 3, 1, 3, -1.2, 0, -4, -1, -1
CC(OC(=O)c1ccc([N+](=O)[O-])o1)C(=O)Nc1nc(-c2ccc(F)c(F)c2)cs1 (configuration not stated)
    -5, ., 13, -21, 0.8, -33, 15, 17, -15
CCC12CN(C(=O)c3ccc(OC)cc3)CC(CC)(CN(C(=O)c3ccc(OC)cc3)C1)C2=O
    -5, -1, 3, -1, -1.6, 3, 1, -3, 4
O=C(N/N=C/c1ccccc1Cl)c1n[nH]c2c1CCCC2
    -4, 3, 1, -4, 0.3, -4, -5, -5, 10
CC(=O)Nc1ccc(S(=O)(=O)N(C)CC(=O)NNc2c(F)c(F)cc(F)c2F)cc1
    1, -1, 1, -9, 0.9, 1, 12, -2, 0

# Screening results from PubChem BioAssay.
